Screening results: PubChem, several laboratories
Rtt109 HAT inh: inhibitors of Candida albicans Rtt109/Vps75 histone acetyltransferase. purified Rtt109/Vps75, ThioGlo CoA-SH fluorescence, 4 h. inhibition, % at 34.9 µM. 0.16% of 330,000 active. AID 540336;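 active = inhibition of at least 50% in every replicate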
Target sequence (Q5AAJ8 whole entry, looked up): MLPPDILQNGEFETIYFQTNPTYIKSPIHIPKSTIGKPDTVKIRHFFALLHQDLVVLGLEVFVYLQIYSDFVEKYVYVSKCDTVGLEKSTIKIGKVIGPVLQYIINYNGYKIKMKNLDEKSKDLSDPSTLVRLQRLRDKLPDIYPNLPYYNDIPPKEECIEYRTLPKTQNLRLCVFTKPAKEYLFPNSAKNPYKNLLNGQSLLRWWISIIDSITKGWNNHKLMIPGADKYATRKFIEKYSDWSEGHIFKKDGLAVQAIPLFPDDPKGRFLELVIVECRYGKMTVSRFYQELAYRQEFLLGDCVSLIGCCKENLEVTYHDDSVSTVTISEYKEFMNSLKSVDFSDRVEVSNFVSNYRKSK
AddAB inh: less growth of phage-infected E. coli with AddAB; inhibition, % at 11.9 µM; 0.29% of 330,000 active; E. coli expressing H. pylori AddAB, absorbance growth; in the data active = inhibition above about 12%;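 also: 0% = vehicle wells of infected cells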
DAGLB inhibitor: blocks human DAGLB lipase activity; inhibition, % at 5.17 µM; HEK293T DAGLB membrane lysate, EnzChek fluorogenic substrate; Q8NCG7; 0.059% of 340,000 active; in the data active = inhibition above about 34%;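 also: 0% = enzyme with vehicle and 100% = wells lacking enzyme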
Target sequence (Q8NCG7 whole entry, looked up): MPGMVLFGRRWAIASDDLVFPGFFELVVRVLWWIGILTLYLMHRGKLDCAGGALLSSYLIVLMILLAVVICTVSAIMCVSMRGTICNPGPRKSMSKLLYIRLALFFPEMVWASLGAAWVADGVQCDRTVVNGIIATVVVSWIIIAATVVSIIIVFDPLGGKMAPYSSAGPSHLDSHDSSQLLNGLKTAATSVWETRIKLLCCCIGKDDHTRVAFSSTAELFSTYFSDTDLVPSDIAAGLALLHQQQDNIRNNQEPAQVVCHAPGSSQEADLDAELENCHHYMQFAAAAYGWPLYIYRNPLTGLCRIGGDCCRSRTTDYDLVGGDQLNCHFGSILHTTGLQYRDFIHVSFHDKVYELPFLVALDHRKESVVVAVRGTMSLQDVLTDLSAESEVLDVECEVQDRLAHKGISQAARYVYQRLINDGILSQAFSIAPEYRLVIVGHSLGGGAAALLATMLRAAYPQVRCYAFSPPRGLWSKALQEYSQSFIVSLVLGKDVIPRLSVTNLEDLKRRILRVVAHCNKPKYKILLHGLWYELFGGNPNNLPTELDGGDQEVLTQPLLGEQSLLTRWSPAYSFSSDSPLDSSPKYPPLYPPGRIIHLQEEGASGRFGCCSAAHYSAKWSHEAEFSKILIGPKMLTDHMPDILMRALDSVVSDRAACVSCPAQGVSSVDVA
Tat transport: inhibitors of E. coli Tat protein transport. inhibition, % at 10 µM. E. coli MC4100 TorA-mCherry Tat export, fluorescence. AID 488895. 0.036% of 340,000 active;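 active = mean replicate inhibition at least 50% and at least half of replicates individually reaching 50%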;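 also: exported cargo escapes ClpAP degradation while cytoplasmic cargo is degraded and loses fluorescence; 0% = median of neutral control wells and 100% = median of NaSCN control wells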
CAL PDZ FP: blocks peptide binding to human CAL PDZ domain; Q9HD26; purified CAL PDZ, TMR-peptide fluorescence polarization, 1 h; inhibition, % at 20 µM; 0.02% of 330,000 active; AID 504414;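 active = highest replicate inhibition of at least 40%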;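 also: plate controls were DMSO neutral control wells for no effect and unlabeled competitor peptide control wells for full effect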
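material = purified tagged CAL PDZ domain construct (CerCALP) | compound dosing = 20 µM, one dose | times = 1 h at RT | measured by = fluorescence polarization from S- and P-plane intensities, G-factor corrected | read-out = inhibition from polarization loss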
PvdQ acylase: blocks Pseudomonas aeruginosa PvdQ acylase activity. purified PvdQ acylase, fluorescence plate reader. inhibition, % at 10 µM. 0.063% of 340,000 active. AID 488965; in the data active = inhibition above about 30%, passing the limit was not always enough;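 also: 0% = vehicle neutral wells and 100% = reference inhibitor wells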
E coli growth: bacterial growth inhibition, counter-screen for AddAB inhibitors. inhibition, % at 11.9 µM. E. coli V3065 growth, OD600 absorbance, 18 h. 0.27% of 330,000 active;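 active = inhibition above the campaign's mean inhibition across all tested compounds plus 3 SD, cut at about 9.9% in these data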;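 also: uninfected addAB+ strain grown without phage in ampicillin broth; 0% = DMSO wells and 100% = ciprofloxacin 0.95 µg/ml wells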
phage Ecoli inh: E. coli growth loss with phage present | growth absorbance | inhibition, % at 11.9 µM | 0.26% of 360,000 active; in the data active = inhibition above about 11%
Wnt bcat act: activators of Wnt/beta-catenin signaling | Wnt/beta-catenin reporter cell assay, activator, plate reader | activation, % at 9.35 µM | 1.2% of 300,000 active; in the data active = activation above about 30%, passing the limit was not always enough;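 also: 0% = neutral control wells and 100% = positive control wells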
PfHsp90 yeast 2: inhibits growth of yeast expressing Plasmodium falciparum Hsp90; S. cerevisiae expressing PfHsp90, BacTiter-Glo ATP, 48 h; yeast lacking PDR1 and PDR3 efflux regulators; inhibition, % at 9.4 µM; 0.32% of 310,000 active;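 active = every replicate shows inhibition above about 80%, whatever the replicate mean, limit read from the data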;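 also: 0% = DMSO neutral controls and 100% = 20 µM radicicol positive controls; yeast relying on Plasmodium falciparum Hsp90 in place of its own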
Starred values were filed as active, the others as inactive; . = not tested or not shown; & = joins results of further samples.

SMILES | Rtt109 HAT inh | AddAB inh | DAGLB inhibitor | Tat transport | CAL PDZ FP | PvdQ acylase | E coli growth | phage Ecoli inh | Wnt bcat act | PfHsp90 yeast 2
O=C(CCN1C(=O)/C(=C\C=C\c2ccccc2)SC1=S)Nc1ccc(C(=O)O)cc1 | -3.7 | 1.1 | 9.3 | -8.4 | -1.3 | -7.3 | -1.9 | 1.4 | 20.2 | -36.5
CCc1ccccc1OCC(=O)Nc1cc(S(=O)(=O)N(CC)CC)ccc1N1CCOCC1 | 5.6 | 1.6 | -3.0 | 4.1 | 0.2 | -1.9 | -1.6 | 1.1 | -4.1 | -7.5
CCN(CC)c1ccc(/C=N/N2C(=O)c3ccccc3C2=O)c(O)c1 | -0.7 | 2.8 | -2.4 | 2.5 | -2.4 | -6.9 | 0.7 | 0.9 | -1.7 | 2.9
COc1ccc(Cc2nnc(NC(=O)CS(=O)(=O)c3ccc(C)cc3)s2)cc1OC | 2.7 | -0.9 | 0.4 | 21.7 | -1.4 | -11.5 | -0.4 | 0.5 | 1.1 | 1.8
CC(NC(=O)C1CCN(S(=O)(=O)c2cnc[nH]2)CC1)c1ccccc1 (stereo unspecified) | 1.2 | 2.0 | 0.5 | 3.0 | -0.8 | 0.4 | 1.7 | 0.9 | . | -0.5
COC(=O)c1ccc(/C=C/c2c(-c3ccc(OC)cc3)oc3ccccc23)cc1 | 7.2 | 2.8 | -2.8 | -12.1 | -3.0 | -6.4 | 0.5 | 1.6 | -0.2 | -3.0
CC(C)n1c(Oc2ccc(F)cc2)nc2c1c(=O)n(C)c(=O)n2C | 0.4 | 4.5 | 0.2 | 0.7 | -18.1 | -14.2 | 1.4 | 4.0 | 0.3 | 18.3
COc1cc(-c2nc(-c3ccncc3)no2)cc(OC)c1OC | -9.8 | 4.5 | 1.6 | -4.3 | -2.9 | -26.9 | 0.9 | 0.8 | . | -2.3
COc1ccc(C2CC(c3ccccc3F)=NN2c2ccc(S(N)(=O)=O)cc2)cc1 (stereo unspecified) | 2.4 | -0.6 | -1.0 | 6.8 | 2.2 | -36.4 | -0.4 | 0.5 | 4.7 | -29.6
CC(NC(=O)COC(=O)c1ccco1)c1ccccc1 (stereo unspecified) | 4.0 | 0.4 | 3.2 | -10.5 | . | 9.5 | 0.1 | 1.4 | 18.2 | -6.2
Nc1ccc(C(=O)Nc2ccccc2C(=O)O)cc1 | 24.9 | 2.2 | 0.6 | 3.8 | -1.0 | -8.6 | 0.8 | 2.0 | 0.4 | .
O=C(COc1coc(CN2CCN(c3ccccc3)CC2)cc1=O)Nc1cccc(F)c1 | 2.8 | 0.3 | -4.6 | 1.6 | -0.5 | -10.3 | 1.2 | -1.2 | 0.6 | 12.2
CCOC(=O)C1CCN(CCC(=O)Nc2cccc(C)c2)CC1 | -1.8 | -0.2 | -1.9 | 5.3 | -1.2 | -11.4 | 1.4 | 3.2 | -2.8 | 5.8
O=C(NCCCN1CCOCC1)c1ccc(CS(=O)(=O)Cc2ccccc2Cl)o1 | -13.3 | -0.6 | -1.1 | -4.5 | -0.9 | -0.5 | 0.3 | 2.4 | . | -5.5
O=C(CSc1ncnc2sc(-c3ccccc3)cc12)NC1CCS(=O)(=O)C1 (stereo unspecified) | -2.4 | 2.0 | 0.3 | -10.2 | -2.8 | -16.3 | 0.1 | 4.8 | 0.9 | 7.8
Cc1ccc(S(=O)(=O)NCCC(=O)NNC(=O)c2ccccc2Cl)cc1C | -1.4 | . | 2.2 | 1.8 | -3.3 | -0.8 | . | 1.9 | -2.5 | -4.1
CCC1CC(C(=O)Nc2ccccc2)C(=O)O1 (stereo unspecified) | -2.7 | 3.3 | -1.4 | 0.7 | -3.3 | -7.8 | -0.5 | -0.3 | -1.9 | -23.9
O=C(c1ccccc1NS(=O)(=O)c1ccccc1[N+](=O)[O-])N1CCCC1 | -3.8 | 2.3 | 0.9 | -2.6 | -2.9 | 1.0 | 0.2 | 2.8 | -2.1 | -11.2
CCOC(=O)CC1C(=O)NCCN1Cc1cccc(C(F)(F)F)c1 (stereo unspecified) | -5.4 | 2.2 | 1.6 | -2.9 | -0.3 | -13.6 | -0.2 | 2.1 | -0.7 | 16.1
COc1ccccc1C(=O)N1CCN=C1c1ccccc1 | 7.0 | -0.1 | 3.6 | -0.8 | . | -8.4 | -1.2 | 4.0 | -4.0 | .
C=CCOc1ccc2c(c1)C(=NO)c1cc(OCC=C)ccc1-2 | 0.2 | -0.8 | -7.1 | -2.3 | -0.3 | -10.5 | -0.1 | 2.8 | -1.7 | -14.9
O=C(Cn1cnc2sc3c(c2c1=O)CCCC3)NCC(=O)Nc1ccc(F)cc1F | -4.8 | 1.3 | -0.2 | 1.6 | -2.8 | -15.1 | -1.1 | 4.2 | -1.1 | -11.1
O=Cc1cnc2ccccc2c1-c1ccccc1 | 2.1 | -1.1 | 4.2 | -8.8 | 1.8 | 5.6 | -0.5 | -0.9 | 0.9 | -20.9
C(=Nc1ccc(Nc2ccccc2)cc1)c1ccc2ccccc2c1 | -7.0 | -1.0 | 13.7 | -6.0 | -0.4 | 5.2 | -2.1 | . | . | -0.5
Nc1nc2ccc(Br)cc2o1 | 4.0 | . | 0.2 | 6.4 | -0.6 | -2.5 | . | 8.7 | -1.7 | .
O=C(NNC(=S)Nc1ccc(Br)cc1)c1cccnc1 | -15.4 | 1.3 | 5.9 | 7.8 | -2.5 | -6.6 | 0.1 | 0.1 | -1.5 | -19.3
Cc1c(C(=O)OCC(=O)Nc2ccc(C(N)=O)cc2)cccc1[N+](=O)[O-] | -4.4 | -1.7 | -0.4 | 4.5 | -1.5 | -14.1 | -1.2 | 8.5 | -6.8 | -5.3
CC(=O)N1CCN(S(=O)(=O)c2cccc(C(=O)NNC(=O)COc3ccc(Cl)cc3C)c2)CC1 | -3.5 | 1.5 | 0.0 | 13.2 | -2.1 | -14.2 | -0.1 | . | . | .
CCNC(=O)COC(=O)c1cc(=O)[nH]c2ccccc12 | -17.6 | 1.5 | -3.0 | -1.3 | -0.5 | -9.6 | -2.2 | 2.1 | . | 14.7
O=C(N/N=C/c1cc(Br)ccc1O)C(c1ccncc1)N1CCOCC1 (stereo unspecified) | -9.1 | 2.3 | 4.4 | -7.4 | -1.7 | 7.4 | -0.1 | 2.4 | -12.5 | 7.8
CC12CCCCN1CCCc1c2[nH]c2ccccc12 (stereo unspecified) | 2.6 | 1.6 | 3.0 | -4.5 | 0.1 | -3.7 | -1.3 | 2.7 | -1.7&-2.6 | 1.6
O=C(Nc1ccc(N2CCN(C(=O)c3ccccc3)CC2)c(Cl)c1)c1ncn[nH]1 | 4.2 | -0.8 | 3.5 | 2.8 | -0.8 | -67.3 | -0.4 | 0.4 | 4.3 | 2.9
CCOc1cc(/C=N/NC(=O)c2ccccn2)ccc1OC(=O)c1cccs1 | 1.3 | 1.0 | -2.7 | -8.5 | -1.4 | -6.6 | 1.3 | 0.1 | 7.3 | -16.6
COC1OCC(O)C(OC(=O)c2ccccc2)C1OC(=O)c1ccccc1 (stereo unspecified) | -14.7 | . | 0.5 | 10.6 | -0.1 | -9.7 | . | 2.6 | 0.4 | -0.3
COc1ccc(C(=O)OCC(=O)NC(C)CCc2ccccc2)cc1OC (stereo unspecified) | -5.0 | -2.7 | 1.8 | 5.4 | -0.6 | -13.0 | -1.2 | -0.7 | -2.1 | -14.3
CCc1ccc(OCCn2ccnc2)cc1 | -13.7 | 2.3 | -2.8 | 5.8 | 0.7 | -15.8 | -2.6 | 1.6 | 0.0 | -13.6
COc1ccc(CCN(Cc2cccs2)S(=O)(=O)c2ccc(-n3cnnn3)cc2)cc1OC | 7.3 | 1.4 | -0.2 | 6.6 | . | -9.7 | -2.4 | 0.3 | -7.6 | -7.3
CCCC(=O)Nc1ccc(C(=O)NNC(=O)c2cccs2)cc1 | 2.7 | -0.6 | -3.1 | -2.3 | -0.2 | -6.9 | -0.8 | . | -2.7 | -2.9
CC(=O)Nc1cccc(Oc2ncnc3scc(-c4ccccc4)c23)c1 | 1.1 | -0.5 | -0.8 | 4.6 | -5.6 | -20.0 | -1.4 | 3.2 | 2.1 | 3.7
C/C=C(\C)C(=O)NCCN1C2=NC[C@H](Cc3ccc(O)cc3)N2C[C@H]1Cc1ccc(O)cc1 | 3.6 | 0.8 | 0.9 | -2.2 | -0.1 | -8.0 | 1.7 | 0.7 | -3.8 | -8.3
COC(=O)c1ccccc1NC(=O)N1CCN(c2ccc(OC)cc2)CC1 | -0.1 | 3.0 | -0.7 | -1.3 | -0.8 | -17.3 | -0.2 | 4.4 | -2.5 | -43.8
C=CCc1c(C)[nH]c2ccc(C)cc2c1=O | -5.0 | 2.1 | -0.5 | -9.1 | -0.8 | -1.7 | -1.1 | 2.7 | 0.0 | -15.3
N#Cc1c(N)nc2c(c1-c1ccc(F)cc1)c(=O)nc1sccn12 | -4.2 | 0.6 | 2.6 | -1.6 | 2.2 | -8.2 | 0.5 | 2.8 | -3.0 | .
Cc1cccc(C2=NN(c3ccc(Br)cc3)[C@@H](C(=O)N3CCOC3=O)[C@@H]2C)c1 | 4.7 | 1.7 | -1.0 | -6.9 | -0.1 | -8.2 | 0.4 | 6.1 | -0.6 | -11.5
COc1ccc(C(=O)NNC(=O)Cn2nnc(-c3ccc(OC)c(OC)c3)n2)cc1 | -0.7 | 0.3 | -1.9 | -4.4 | -0.4 | 3.9 | -1.4 | 1.7 | -2.4 | 21.1
Cc1ccc(Nc2ccc([N+](=O)[O-])ccc2=O)cc1 | 25.1 | -2.5 | 10.2 | 5.6 | -0.6 | 11.6 | -1.6 | 4.5 | 6.4 | -5.1
CSc1ccc(S(=O)(=O)NCC(=O)OCC(=O)NCCc2ccccc2)cc1[N+](=O)[O-] | 1.5 | -1.8 | -3.8 | -1.0 | -1.4 | 1.2 | -1.0 | 1.8 | -1.7 | .
COCCn1c(CCC(=O)O)ccc1-c1cccs1 | 10.2 | 2.5 | -2.9 | 0.5 | -0.2 | 19.5 | -1.4 | 1.1 | -0.4 | -8.8
Fc1ccc(NC(=S)NC23CN4CN(CN(C4)C2)C3)cc1 | 0.2 | 2.8 | -1.5 | -9.2 | -1.4 | -11.1 | -2.1 | 0.3 | . | 35.0
Cc1nn(-c2ccccc2)c(=S)c2ccccc12 | . | -1.5 | -3.8 | 3.4 | -0.9 | -17.5 | -1.1 | 2.7 | . | -6.0
Cc1cc(NC(=O)c2cc(-c3ccc4c(c3)OCO4)on2)n(-c2ccccc2)n1 | -7.9 | 0.4 | 1.9 | 2.0 | -0.2 | 12.5 | -0.9 | 1.4 | -6.3 | 9.7
CCC(C(=O)NCc1ccco1)n1nc(C)n2c(cc3occc32)c1=O (stereo unspecified) | 3.0 | 3.3 | -1.3 | -4.0 | 0.3 | 0.8 | -0.6 | 0.8 | -1.6 | -0.2

An excerpt of these results, tab-delimited:
Compound	Rtt109 HAT inh	AddAB inh	DAGLB inhibitor	Tat transport	CAL PDZ FP	PvdQ acylase	E coli growth	phage Ecoli inh	Wnt bcat act	PfHsp90 yeast 2
Fc1ccc(NC(=S)NC23CN4CN(CN(C4)C2)C3)cc1	0.2	2.8	-1.5	-9.2	-1.4	-11.1	-2.1	0.3	.	35.0
CCC(C(=O)NCc1ccco1)n1nc(C)n2c(cc3occc32)c1=O (stereo unspecified)	3.0	3.3	-1.3	-4.0	0.3	0.8	-0.6	0.8	-1.6	-0.2

Ordered by the number under AddAB inh (ascending): three from the list above
Structure	AddAB inh
COc1ccc(Cc2nnc(NC(=O)CS(=O)(=O)c3ccc(C)cc3)s2)cc1OC	-0.9
CCC1CC(C(=O)Nc2ccccc2)C(=O)O1 (stereo unspecified)	3.3
CC(C)n1c(Oc2ccc(F)cc2)nc2c1c(=O)n(C)c(=O)n2C	4.5
